# P. falciparum M17LAP = P. falciparum M17LAP inhibitors, primary screen, biochemical, fluorogenic H-Leu-NHMec substrate, 1536-well (AID 1619). recombinant M17LAP, H-Leu-NHMec fluorogenic kinetic assay; higher % means a stronger effect. one-dose inhibition, % at 30 µM; IC50 in µM for titrated hits. hit rate 0.38% among 220,000;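 active means compound inhibiting the enzyme by more than half at any dose during confirmatory dose-response retesting; inconclusive means strong single-dose inhibitors picked by rank but not retested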;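 further: plate controls were full reaction with DMSO carrier for no effect and no enzyme background for full effect; strong numbers were not always called active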
# Dynein cargo inh = dynein cargo transport inhibition; z-score, hits read low; AID 1381; 3617.4 mouse cells, GR-EGFP nuclear translocation imaging; test concentration mostly 20 µM; stimulated with dexamethasone, 1 µM; stronger effect = lower value; hit rate 0.47% among 220,000;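 active means plate z-score of nuclear minus cytoplasmic receptor signal below a set negative limit, without overly bright fluorescence or cell loss, cut at about -3.5 in these data, passing the limit was not always enough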;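 further: z-score of nuclear minus cytoplasmic ring GR-EGFP intensity difference per well; some compounds called inactive have numbers as strong as hits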
#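 Buffer or medium: tet-free, stripped-serum medium; reagent: dexamethasone at 1.0 µM final, 30 min; incubation: 48 h induction, 1 h compound, 30 min dex at 37 °C; measured by: formaldehyde fixation, Hoechst nuclear stain, 10x automated fluorescence imaging; read-out: nuclear-to-cytoplasmic GR-EGFP distribution per well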
# GPR55 activation = selective activators of receptor GPR55 – imaging, U2OS cells, beta-arrestin-GFP redistribution, primary screen (AID 1961). activation, % at 10 µM, or EC50 in µM where a hit was titrated. U2OS GPR55 beta-arrestin-GFP redistribution imaging; higher % means a stronger effect. hit rate 0.048% among 290,000;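 active means activation above 40% with more than 50 cells counted in the well; inconclusive means wells holding fewer than 50 cells, flagged as toxic or sparse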;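 further: U2OS osteosarcoma cells stably expressing GPR55 and beta-arrestin-GFP; plate controls were DMSO negative control for no effect and LPI positive control for full effect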
# M1AAP inhibition = P. falciparum M1AAP inhibitors, biochemical, fluorogenic H-Leu-NHMec substrate, 1536-well (AID 1445) | one-dose inhibition, % at 30 µM; IC50 in µM for titrated hits | recombinant M1AAP, H-Leu-NHMec fluorogenic kinetic assay; higher % means a stronger effect | hit rate 0.42% among 220,000;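 active means primary inhibition above the hit cutoff, then over 50% inhibition at one or more dose response concentrations, cut at about 23% in these data, passing the limit was not always enough; inconclusive means conflicting primary data, or primary hits not chosen for dose response; inactive means low primary inhibition, or under 50% at every dose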;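 further: plate controls were DMSO full reaction for no effect and no enzyme background for full effect; strong numbers were not always called active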
# HEK293 NOD2/NF-kB = inhibition of NOD2-driven NF-kB reporter – cell-based, luminescence, uHTS, HEK293 (AID 1566); inhibition, % at 4 µM, or EC50 in µM where a hit was titrated; HEK293 NOD2/NF-kB luciferase reporter, luminescence; higher % means a stronger effect; hit rate 0.63% among 290,000; further: many of its hits are not listed in these tables
# AID2073 = inhibitors of Mint1-CaV2.2 protein interaction, biochemical, HTRF (AID 2073) | inhibition, % at 20 µM, or IC50 in µM where a hit was titrated | HTRF protein-protein interaction, Mint1-CaV2.2; higher % means a stronger effect | hit rate 0.19% among 290,000; in the data active means inhibition mostly above about 51%, no sharp cut-off; inconclusive means no clear call, values can overlap the other calls; inactive means mostly below about 53%; further: some results filed as inactive read as strong as hits
# KOR beta-arrestin-1 = kappa opioid receptor activators – cell-based, luminescence, uHTS, primary screen (AID 1777). KOR beta-arrestin recruitment, luminescence; higher % means a stronger effect. hit rate 0.02% among 280,000. activation, % at 10 µM, or EC50 in µM where a hit was titrated; in the data active means activation above about 50%, passing the limit was not always enough; further: a part of the inactive calls stands beside numbers as strong as those of hits
# NOD1 NF-kB reporter = NOD1 signaling inhibitors, primary screen, cell-based, luminescence, uHTS (AID 1578) | NOD1-driven NF-kB luciferase reporter cells, luminescence; higher % means a stronger effect | inhibition, % at 4 µM; hits with a dose series show EC50 in µM | hit rate 1% among 290,000; in the data active means inhibition mostly above about 36%, no sharp cut-off; inactive means mostly below about 34%;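 further: HEK-293T reporter cells stimulated with the NOD1 agonist gamma-tri-DAP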
# KOR beta-arrestin-2 = kappa opioid receptor blockers – cell-based, luminescence, uHTS (AID 1778); inhibition, % at 10 µM; hits with a dose series show IC50 in µM; hit rate 0.091% among 290,000; KOR beta-arrestin recruitment, luminescence, antagonist mode; higher % means a stronger effect; further: strong numbers were not always called active
# Dynein cargo inh cytoplasmic EGFP = second read-out of Dynein cargo inh, no call of its own (marks repeat the call); z-score; measured here: cytoplasmic GR-EGFP intensity; stronger effect = higher value
# Dynein cargo inh nuclear GR-EGFP = second read-out of Dynein cargo inh, no call of its own (marks repeat the call); z-score; measured here: nuclear GR-EGFP intensity;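 lower value marks the stronger effect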
# Dynein cargo inh cell count = also measured in Dynein cargo inh; calls as there; z-score; measured here: cell count per field
# An asterisk follows results filed as active; ? = inconclusive; · = not tested or not shown; [ ] = remark or other dose. Unless noted, no stated cut-off is given here; in the data, active means inhibition above about 50%; inactive means the rest.
SMILES,P. falciparum M17LAP,Dynein cargo inh,Dynein cargo inh cytoplasmic EGFP,Dynein cargo inh nuclear GR-EGFP,Dynein cargo inh cell count,GPR55 activation,M1AAP inhibition,HEK293 NOD2/NF-kB,AID2073,KOR beta-arrestin-1,NOD1 NF-kB reporter,KOR beta-arrestin-2
Cc1csc(N(C(=O)c2cccc(S(=O)(=O)N3CCCC3)c2)c2ccccc2)n1,-6%,-1.5,0.0066,-0.44,0.91,-0.1%,3%,-4%,-5%,7.9%,12%,-81%
CCS(=O)(=O)CCSc1nc(C)cc(C)c1C#N,2%,2.1,-0.24,1.1,-1.5,-0.1%,1%,16%,-2%,0.6%,-7%,9%
CN(C(=O)CSc1nnc(-c2ccncc2)n1Cc1ccccc1)C1CCS(=O)(=O)C1 (stereo not drawn),13%,0.18,0.54,0.16,-0.32,0.2%,4%,3%,6%,-0.6%,-32%,4%
COc1ccccc1NC(=S)NC(C)C(c1cccs1)N1CCOCC1 (stereo not drawn),1%,-1.4,-0.24,-0.068,0.56,0.6%,5%,16%,-16%,-1.0%,4%,-1%
CCC(C(=O)NC1CCCCC1)n1c(SCc2ccccc2F)nc2ccncc21 (stereo not drawn),-3%,-0.18,-0.24,0.59,0.11,0.7%,2%,7%,2%,·,-19%,·
O=c1[nH]c2c(Br)cnc([N+](=O)[O-])c2[nH]1,23%,0.38,-0.26,0.77,-0.27,-0.2%,4%,4%,29%,5.0%,-12%,-17%
O=C1c2cccc([N+](=O)[O-])c2C(=O)N1CCO,-12%,1.1,-0.24,0.75,-0.64,1.3%,5%,-1%,-5%,-3.7%,-27%,2%
CCN(CC)C(=O)COc1coc(CN2CCN(c3ccccc3)CC2)cc1=O,·,·,·,·,·,-0.1%,·,5%,9%,4.8%,22%,-30%
O=C(COC(=O)CCC(=O)c1cccs1)Nc1cc(S(=O)(=O)N2CCOCC2)ccc1Cl,-7%,-0.61,-0.13,-0.086,1.2,0.0%,1%,2%,9%,-1.1%,12%,-13%
CS(=O)(=O)N(CC(=O)N1CCCCC1)c1ccc2c(c1)OCO2,7%,0.0063,-0.26,-0.0069,-0.35,-0.1%,-3%,-14%,6%,1.9%,-7%,14%
CCOC(=O)C1CCN(C(=O)COc2ccc(Br)cc2)CC1,2%,-0.079,-0.25,0.27,0.18,-0.3%,5%,9%,-1%,-3.3%,-12%,25%
CCOC(=O)CN1C(=O)C(=O)N(Cc2c(C)cc(C)cc2C)C1=O,·,·,·,·,·,-0.1%,·,11%,20%,1.6%,-10%,-26%
Cn1c(=O)c2c(nc(CN3CCC(C(N)=O)CC3)n2Cc2ccccc2F)n(C)c1=O,-11%,-1.2,-0.44,-0.68,-0.0023,-0.3%,-2%,0%,6%,-0.7%,-3%,-18%
Cc1ccc(NC(=O)CCn2cccc2)cc1C,12%,0.22,-0.23,0.28,-0.22,-0.1%,3%,2%,-7%,-4.0%,-26%,-8%
Cc1ccc(CNC(=O)c2ccc(N(C)S(=O)(=O)c3ccccc3)cc2)cc1,·,·,·,·,·,·,·,-4%,8%,-3.4%,-21%,20%
CC(=O)Oc1ccc(N(C(C)=O)S(=O)(=O)c2cccs2)cc1,0%,-0.22,-0.24,-0.18,0.57,0.2%,10%,-12%,4%,-0.3%,-12%,11%
NC(=O)c1c(NC(=O)c2ccccc2Cl)sc2c1CCC2,·,·,·,·,·,-0.1%,·,-28%,14%,-0.7%,-50%,4%
CCC(C(=O)NC1CCCCC1)n1c(SCc2cccc(C)c2)nc2ccncc21 (stereo not drawn),2%,-0.4,-0.25,0.43,0.38,-0.2%,4%,-2%,3%,·,-2%,·
CC(NCc1ccccc1)c1ccccc1O (stereo not drawn),1%,-0.097,-0.24,-0.066,0.11,-0.2%,1%,19%,8%,-3.0%,2%,12%
CC1(C)CC(=O)c2cc(OCC(=O)NCCN3CCOCC3)ccc2O1,-45%,-0.46,-0.12,-0.38,0.66,0.2%,2%,8%,15%,0.7%,-18%,-17%
COc1ccc(N=C2SC(CC(=O)Nc3ccccc3)C(=O)N2CCc2ccccn2)cc1 (stereo not drawn),2%,0.078,-0.32,-0.37,0.33,-0.3%,2%,-8%,-18%,0.1%,4%,-15%
O=C1c2ccccc2C(Nc2cccnc2)N1Cc1ccccc1Cl (stereo not drawn),7%,0.27,-0.11,0.4,-0.57,0.9%,7%,0%,6%,2.3%,-5%,-4%
CCOC(=O)c1sc(NC(=S)NC(=O)c2ccco2)nc1C,3%,3,-0.052,1.6,-0.93,-0.1%,6%,-23%,4%,13%,-38%,40%
O=C1/C(=C/c2ccco2)SC(=S)N1C1CCS(=O)(=O)C1 (stereo not drawn),24%,-0.6,-0.16,-0.34,0.34,-0.4%,4%,26%,83%,-3.3%,5%,12%
CCOc1ccccc1NCc1cc(=O)oc2cc(C)ccc12,·,·,·,·,·,-0.1%,·,16%,-5%,1.2%,-17%,-23%
O=C(CCc1nnc(COc2ccccc2)o1)NC1(c2ccccc2)CC1,23%,-0.23,-0.25,-0.039,0.89,-0.1%,-2%,5%,9%,·,-28%,4%[20 µM]
CC1CCC(NC(=O)C2CC(=O)N(c3ccc(Cl)cc3)C2)CC1 (stereo not drawn),·,·,·,·,·,0.0%,·,16%,13%,-1.3%,-5%,-1%
CSc1nc(C)cc(-n2ccc(=O)[nH]c2=O)n1,0%,-0.2,-0.24,0.29,0.59,-0.2%,3%,10%,1%,1.8%,-14%,-5%
Cc1cc(Br)ccc1SCC(=O)OCC(=O)NCc1ccco1,12%,0.99,-0.22,0.33,-0.58,-0.1%,5%,15%,16%,-2.8%,0%,13%
Cc1cccc(S(=O)(=O)NCCNS(=O)(=O)c2cccc(C)c2)c1,·,·,·,·,·,-0.1%,·,18%,9%,-2.5%,1%,-6%
CCN(CC)c1ccc(/C=N/NC(=O)c2nnn(-c3nonc3N)c2-c2ccc(C)cc2)cc1,·,·,·,·,·,-0.2%,·,16%,?,-1.2%,10%,-25%
O=C(NCCSCc1ccc(Cl)cc1)c1cccs1,5%,-0.49,-0.28,-0.28,0.65,0.6%,3%,6%,-5%,-1.1%,-3%,7%
CCOc1ccccc1NC(=O)Cn1c(-c2ccc(Cl)cc2)noc1=O,3%,-0.44,-0.78,-0.42,-0.41,0.0%,-2%,9%,6%,-2.5%,-7%,34%
CCSc1nnc(NC(=O)C2CCCCC2C(=O)O)s1 (stereo not drawn),49%,-0.21,-0.32,-0.42,0.29,-0.3%,-2%,10%,3%,1.1%,-23%,-46%
Cc1c(NC(=S)NC(=O)c2ccco2)cccc1-c1nc2ncccc2o1,5%,1.7,-0.33,0.95,-0.34,-0.1%,3%,22%,36%,-4.8%,32%,-46%[20 µM]
CCOc1cc(/C=C2\SC(N3CCCC(C)C3)=NC2=O)ccc1O (stereo not drawn),·,·,·,·,·,0.0%,·,-2%,8%,3.2%,1%,-12%
O=C(NC1CCCCCC1)C(=S)N1CCOCC1,7%,0.26,-0.21,0.44,0.71,-0.1%,1%,20%,-3%,-4.4%,-22%,-34%[20 µM]
COC(=O)c1ccc(CN2C(=O)NC(CC(C)C)C2=O)cc1 (stereo not drawn),-7%,1.3,-0.28,0.4,-0.82,0.1%,-2%,15%,-14%,-4.9%,-24%,-45%
COc1ccc(CCC(C)N2CCC(Oc3ccc(C(=O)N4CCCC4)cc3)CC2)cc1 (stereo not drawn),·,·,·,·,·,0.0%,·,-29%,9%,-1.3%,15%,24%
O=C1Nc2ncccc2OC1CCO (stereo not drawn),-1%,-0.7,-0.24,-0.53,1,-0.1%,2%,20%,-2%,-6.8%,-5%,8%

# Only Dynein cargo inh cytoplasmic EGFP and Dynein cargo inh cell count, for 2 of the compounds above:
compound | Dynein cargo inh cytoplasmic EGFP | Dynein cargo inh cell count
O=C1Nc2ncccc2OC1CCO (stereo not drawn) | -0.24 | 1
COC(=O)c1ccc(CN2C(=O)NC(CC(C)C)C2=O)cc1 (stereo not drawn) | -0.28 | -0.82

# Going on with the list.
SMILES,P. falciparum M17LAP,Dynein cargo inh,Dynein cargo inh cytoplasmic EGFP,Dynein cargo inh nuclear GR-EGFP,Dynein cargo inh cell count,GPR55 activation,M1AAP inhibition,HEK293 NOD2/NF-kB,AID2073,KOR beta-arrestin-1,NOD1 NF-kB reporter,KOR beta-arrestin-2
Cc1ccc(S(=O)(=O)/N=C(/c2ccccc2)N2CCOCC2)c(C)c1,5%,-0.17,-0.37,0.43,0.86,-0.1%,-2%,-4%,-2%,-5.5%,-50%,-15%
COc1ccc2oc(=O)c(-c3csc(Nc4ccc(O)cc4)n3)cc2c1,6%,0.17,-0.16,-0.3,-0.53,0.0%,5%,-4%,10%,4.6%,50%,-10%
COc1ccc(S(=O)(=O)NCCc2ccccc2)cc1,-1%,0.19,-0.14,-0.13,0.37,-0.1%,2%,2%,-2%,-2.6%,-10%,20%
COc1ccc(/C=N/NC(=O)c2cc[n+]([O-])cc2)cc1,·,·,·,·,·,-0.2%,·,-21%,2%,4.3%,-17%,-38%
Cc1ccc(/C=C/C(=O)Nc2cc(S(N)(=O)=O)ccc2O)cc1,11%,-0.89,-0.11,0.033,1.2,-0.6%,18%,-26%,8%,-1.6%,-42%,-14%
O=C(Nc1nnc(SCc2ccc(F)cc2)s1)C1CC(=O)N(Cc2ccccc2)C1 (stereo not drawn),13%,-0.54,-0.3,-0.6,0.61,-0.2%,6%,12%,2%,-0.6%,-16%,-23%
CCOC(=O)c1c(C)noc1-c1ccc(Br)o1,1%,0.16,-0.21,0.071,1.1,-0.1%,-1%,-3%,26%,-4.1%,-12%,25%
COc1ccccc1N1C(=S)N=C(Nc2c(C)cccc2C)C12CCCC2,2%,-0.86,-0.26,-0.51,0.83,0.5%,8%,17%,0%,0.2%,-8%,7%
Cc1cc(OCC(=O)N2CCCCCC2)ccc1[N+](=O)[O-],8%,-0.55,-0.2,0.033,0.63,0.4%,3%,-41%,-2%,1.3%,-14%,-8%
CC(C)(C)OC(=O)N1CC=C2C(C#N)=C(N)C(C#N)(C#N)[C@H](c3cccnc3)[C@H]2C1,-39%,-1.3,-0.15,-0.49,0.46,-0.1%,7%,12%,7%,-4.1%,-13%,31%

# Only part of the results is shown; rates above refer to the full screens.
